# Pin1 inhibitor – blocks the human prolyl isomerase Pin1; hit rate 0.009% among 390,000; AID 504891; Q13526; Pin1 FP peptide displacement, HiFluor488, 10 min; Potency, µM (titrated, usually from 115 µM), inactives show top-dose activity, negative = inhibition, most hits filed as inhibitors; active means well fitted inhibition curve with a large enough effect in the polarisation, with a control signal flat, not every such curve was filed as active; inconclusive means small, poorly fitted or top-dose-only effect, or effect the other way, or a change in a side signal; inactive means no such curve, though single readings can be large or run the other way; the % refers to the polarisation; further: potency means the concentration at half of the fitted maximal effect; on the % scale 0 is the no-effect control and ±100 the full control effect
# Target sequence (Q13526 whole entry, looked up): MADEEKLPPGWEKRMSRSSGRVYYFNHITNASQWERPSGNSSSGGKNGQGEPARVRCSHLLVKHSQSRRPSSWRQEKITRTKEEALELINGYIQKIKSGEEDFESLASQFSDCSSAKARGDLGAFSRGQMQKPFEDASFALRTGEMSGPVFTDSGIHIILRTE
# TRHR ag – activates the human TRH receptor; TRHR cells, calcium flux fluo-8, FDSS agonist mode; activation, % at 2 µM; hit rate 0.18% among 360,000; in the data active means activation above about 30%; further: 0% is about no effect
#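 TRHR-expressing cells, plated overnight in medium with 10% serum, were loaded with fluo-8 calcium dye at room temperature. After a 10 s baseline, library compound was pin-added and calcium release was recorded kinetically (ex 480/em 530) as agonist response.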
# TrxR1 substrate – is turned over as a substrate by rat TrxR1; Potency, µM (highest dose often 114 µM), for inactives: top-dose activity change, negative = substrate turnover; purified TrxR1 substrate turnover, NADPH consumption readout; hit rate 0.01% among 390,000; AID 588456; further: potency means the concentration at half of the fitted maximal effect; on the % scale 0 is the no-effect control and ±100 the full control effect; nearly all actives have a fitted effect of over 50% in size
# Target sequence (O89049 whole entry, looked up): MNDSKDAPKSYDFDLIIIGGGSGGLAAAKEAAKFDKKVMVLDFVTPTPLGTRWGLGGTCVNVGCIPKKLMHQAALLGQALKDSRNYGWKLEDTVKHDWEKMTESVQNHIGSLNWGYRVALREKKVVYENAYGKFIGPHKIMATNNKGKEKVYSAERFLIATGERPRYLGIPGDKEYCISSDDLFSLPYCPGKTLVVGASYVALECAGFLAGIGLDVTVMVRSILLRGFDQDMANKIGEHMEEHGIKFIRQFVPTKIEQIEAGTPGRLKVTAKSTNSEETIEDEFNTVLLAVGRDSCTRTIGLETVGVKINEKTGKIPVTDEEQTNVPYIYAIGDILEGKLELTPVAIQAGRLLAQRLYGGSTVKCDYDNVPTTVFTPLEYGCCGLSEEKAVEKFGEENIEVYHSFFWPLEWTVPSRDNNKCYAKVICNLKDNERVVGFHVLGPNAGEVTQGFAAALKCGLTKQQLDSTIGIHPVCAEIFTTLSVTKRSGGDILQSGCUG
#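 Rat TrxR1, dispensed at 90 nM, was prereduced with 400 uM NADPH (final) for 5 min at ~22 deg C, then incubated with compound 15 min before 400 uM selenite. A first-read NADPH fluorescence drop versus no-compound background flagged substrates.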
# mIDH1 inhibitor – blocks human mutant IDH1 R132H enzyme | IDH1-R132H enzyme, NADPH consumption, diaphorase/resazurin fluorescence | AID 602179 | hit rate 0.093% among 390,000 | Potency, µM (highest dose often 76.6 µM), for the others: at the top dose activity change, negative = inhibition, most hits filed as inhibitors | O75874; further: potency means the concentration at half of the fitted maximal effect; on the % scale 0 is the no-effect control and ±100 the full control effect; nearly all actives have a fitted effect of over 65% in size
# Target sequence (O75874 whole entry R132H, stated change not applied): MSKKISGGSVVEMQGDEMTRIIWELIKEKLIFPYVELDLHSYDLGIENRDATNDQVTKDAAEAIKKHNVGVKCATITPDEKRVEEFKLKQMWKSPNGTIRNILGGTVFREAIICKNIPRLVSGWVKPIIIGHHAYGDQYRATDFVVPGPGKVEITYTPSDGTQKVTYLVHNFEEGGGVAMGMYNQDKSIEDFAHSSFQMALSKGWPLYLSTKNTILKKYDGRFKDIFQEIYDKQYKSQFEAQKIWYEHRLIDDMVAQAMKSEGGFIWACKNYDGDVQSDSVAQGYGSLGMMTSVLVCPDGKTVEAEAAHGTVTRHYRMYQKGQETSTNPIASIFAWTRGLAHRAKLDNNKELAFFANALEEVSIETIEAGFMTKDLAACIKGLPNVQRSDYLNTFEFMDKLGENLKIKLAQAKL
#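 IDH1-R132H (0.5 ug/mL) preincubated 30 min with compound, then NADPH (0.016 mM) and alpha-KG (2 mM) added; 80 min at RT, pH 7.5. Remaining NADPH coupled via diaphorase/resazurin to fluorescence (540/590 nm); concentration-response curves normalized to no-enzyme control.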
# D2 agonist – activates the human D2 dopamine receptor | hit rate 0.53% among 340,000 | AID 485358 | HEK293 T-REx D2 cells, calcium flux agonist mode | activation, % at 2 µM;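 active means activation over 3 SD above normal in the single-dose calcium agonist read, cut at about 30% in these data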; further: 0% is about no effect
#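 In this primary screen, compounds producing a positive calcium signal within 180 s of addition to tetracycline-induced, force-coupled HEK293 Trex D2 cells are flagged; cells are dye-loaded with a no-wash calcium kit beforehand.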
# TrxR1 inh – rat TrxR1 inhibition; AID 588453; hit rate 1% among 390,000; O89049; recombinant rTrxR1, NADPH fluorescence consumption, selenite substrate; Potency, µM (highest dose often 114 µM), inactives show top-dose activity change, negative = inhibition, most hits filed as inhibitors; further: potency means the concentration at half of the fitted maximal effect; on the % scale 0 is the no-effect control and ±100 the full control effect; nearly all actives have a fitted effect of over 65% in size
#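 Rat TrxR1 (90 nM in the dispensed reagent) was pre-reduced with 400 uM NADPH for 5 min at room temperature, then incubated with compound for 15 min. After 400 uM selenite was added, NADPH fluorescence (Ex 340/Em 450 nm) was followed for 8 min.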
# USP1 inh – USP1/UAF1 (human) deubiquitinase inhibition | O94782 | recombinant USP1/UAF1, Ub-Rhodamine cleavage fluorescence | Potency, µM (series often up to 57.1 µM), for the others: top-dose activity change, negative = inhibition, most hits filed as inhibitors | hit rate 0.23% among 390,000 | AID 743255; further: potency means the concentration at half of the fitted maximal effect; on the % scale 0 is the no-effect control and ±100 the full control effect; nearly all actives have a fitted effect of over 60% in size; inactives centre near -12
#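 USP1/UAF1 complex (1 nM) preincubated 15 min at room temperature with compound, then Ub-Rho substrate (150 nM final) added. Kinetic fluorescence at 480/540 nm over 6 reads at 60 s intervals; 50 mM HEPES pH 7.8, 0.5 mM EDTA, 0.1 mg/ml BSA, 1 mM TCEP, 0.01% Tween-20.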
# TRHR PAM – allosterically enhances the human TRH receptor. enhancement, % at 2 µM. TRHR cells, fluo-8 calcium fluorescence, EC20 TRH enhancement. hit rate 0.66% among 360,000. P34981; in the data active means enhancement above about 30%; further: 0% is about no effect
#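 TRHR-expressing cells loaded with fluo-8 calcium dye were read kinetically (ex 480/em 530) during compound addition, then stimulated with an EC20 of TRH (10 nM final). Enhancement of the Gq-mediated intracellular calcium response was scored.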
# D2 antag – antagonists of human D2 dopamine receptor; HEK293 TREx D2 cells, calcium flux, dopamine EC80; inhibition, % at 10 µM; P14416; hit rate 2% among 340,000; in the data active means inhibition above about 30%; further: 0% is about no effect
#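 In this primary screen, negative modulation is detected by tracking calcium flux after an EC80 dopamine challenge in inducible HEK293 T-REx D2 cells preexposed to test compound for 180 s.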
# * hit, by the source's call; ? = inconclusive; . = no result given; [ ] = remark or other dose. Unless noted, the call rests on the fitted dose curve; in most records, active means well fitted inhibition curve with a large enough effect; inconclusive means small, poorly fitted or top-dose-only effect; inactive means no such curve, though single readings can be large or run the other way. Some of the compounds tested; count on the stated rates, not on these rows.
no.	canonical_smiles	Pin1 inhibitor	TRHR ag	TrxR1 substrate	mIDH1 inhibitor	D2 agonist
1	COc1ccc(C(=O)Nc2ccccc2C(=O)N2CCOCC2)cc1Br	?	0.0	2.1%	-10.0%	1.2
2	Clc1ccc(Cc2nn3c(Cn4nnc5ccccc54)nnc3s2)cc1	1.0%	-0.2	7.1%	5.8%	-0.7
3	COc1ccc(Cl)cc1NC(=O)CSc1nnc(C2CC2)n1N	-2.6%	-0.4	4.9%	2.8%	0.0
4	CCOc1cc(-c2nn3cnnc3s2)cc(OCC)c1OCC	-9.5%	0.3	-0.7%	6.9%	0.9
5	Cc1ccccc1NC(=O)CN1C(=O)C2(SCC(=O)N2c2ccc(F)cc2)c2ccccc21 (centres undefined)	1.1%	-0.7	1.7%	6.7%	-0.4
6	CC1(OC(=O)C2CCCC2)C(=O)C=C2C=C(c3ccsc3)N(Cc3ccco3)C=C2C1=O (centres undefined)	.	0.1	-2.5%	17.1%	0.5
7	CCc1ccc(NC(=O)CN2C(=O)c3cccc4cccc2c34)cc1	4.8%	0.8	31.6%[activator]	-12.1%	0.2
8	COCc1c(C(=O)NC(C)c2ccc(S(N)(=O)=O)cc2)oc2ccccc12 (centres undefined)	?	0.5	6.9%	4.9%	0.2

no.	TrxR1 inh	USP1 inh	TRHR PAM	D2 antag
1	9.1%	-9.1%	-1.6	-3.1
2	7.7%	-13.9%	-4.5	-19.3
3	20.7%	-18.3%	-5.0	-9.5
4	-9.7%	-15.9%	6.8	-1.3
5	16.1%	-19.2%	12.0	.
6	31.6µM*	-13.5%	7.4	-11.1
7	13.2%	-18.9%	-2.8	.
8	15.4%	-24.1%	-7.0	-8.6

# Remaining list, next part:
no.	canonical_smiles	Pin1 inhibitor	TRHR ag	TrxR1 substrate	mIDH1 inhibitor	D2 agonist
9	CCc1cc2c(cc3c(=O)n(CC(=O)NCCc4ccccc4)ncn32)s1	29.4%	-0.1	5.4%	22.8%	-0.2
10	Cc1coc2c1c(C)cc1oc(=O)c(Cc3ccccc3)c(C)c12	2.1%	-1.1	23.4%	-0.8%	0.8
11	CCCCOc1cccc(C2c3c(-c4cc(C)ccc4O)n[nH]c3C(=O)N2CCOC)c1 (centres undefined)	-10.2%	-0.1	-5.1%	31.6µM*	.
12	CCC(=O)N1CCCn2c1nc1ccccc12	0.2%	0.4	19.1%[57.1 µM]	-3.9%	1.0
13	COc1cc(/C=N/NC(=O)c2ccc3nc[nH]c3c2)ccc1O	1.4%	-0.5	-2.4%	0.0%	-1.2
14	COC(=O)c1cc(-c2cccs2)nn1-c1ccccc1	-4.3%	-0.4	-6.7%	0.8%	-0.6
15	O=[N+]([O-])c1ccc(NCCCNS(=O)(=O)c2ccc(Cl)cc2)c(Cl)c1	-1.3%	1.7	-5.3%	-5.6%	0.0
16	Cc1ccc(OC(=O)C23CC4CC(CC(C4)C2)C3)c(C)n1	-5.7%	-0.6	-6.8%	2.1%	0.9

no.	TrxR1 inh	USP1 inh	TRHR PAM	D2 antag
9	35.3%	-13.5%	-8.3	.
10	16.4%	-8.1%	8.1	42.8*
11	17.3%	?	28.6	.
12	6.1%[57.1 µM]	-2.3%	-2.4	-19.5
13	-3.5%	-7.9%	-0.6	15.6
14	-11.5%	-23.6%	5.5	2.8
15	25.0%	-17.9%	-6.8	7.8
16	6.0%	-2.0%	7.6	7.0

# Exported with values under each structure: 2 of the compounds above
# Each structure is followed by: Pin1 inhibitor, TRHR ag, TrxR1 substrate, mIDH1 inhibitor, D2 agonist, TrxR1 inh, USP1 inh, TRHR PAM, D2 antag
15: O=[N+]([O-])c1ccc(NCCCNS(=O)(=O)c2ccc(Cl)cc2)c(Cl)c1
  -1.3%, 1.7, -5.3%, -5.6%, 0.0, 25.0%, -17.9%, -6.8, 7.8
16: Cc1ccc(OC(=O)C23CC4CC(CC(C4)C2)C3)c(C)n1
  -5.7%, -0.6, -6.8%, 2.1%, 0.9, 6.0%, -2.0%, 7.6, 7.0

# The results go on.
no.	canonical_smiles	Pin1 inhibitor	TRHR ag	TrxR1 substrate	mIDH1 inhibitor	D2 agonist
17	CCCCN(CC)Cc1ccc(CNC(=S)Nc2c(C)cc(C)cc2C)o1	-11.7%	-2.7	7.4%	0.0%	-1.8
18	COc1ccc(NC(=O)Cn2c(=O)oc3cc(S(=O)(=O)N4CCCCCC4)ccc32)cc1OC	7.2%	1.1	0.0%[57.1 µM]	13.3%	0.5
19	COc1cccc(CC(O)CC2c3c(cc4c(c3OC)OCO4)CCN2C)c1 (centres undefined)	-2.3%	.	9.0%[57.1 µM]	1.3%	.
20	CCc1nn(CC(=O)N2CCN(c3cccc(Cl)c3)CC2)c(=O)c2cc3sccc3n12	-0.3%	0.1	4.6%	-13.3%	-0.2
21	CC(CN1C(C)CCCC1C)OC(=O)c1ccc(Cl)cc1Cl (centres undefined)	-2.7%	0.4	-5.9%[57.1 µM]	10.9%	0.1
22	CCC(C)NC(=O)CN1C(=O)c2cccnc2Sc2ccccc21 (centres undefined)	-0.1%	0.2	-0.1%[57.1 µM]	-5.8%	1.0
23	CCN(CC)CC(C)CNC(=O)C1(O)c2ccccc2NC(=O)N1c1ccc(Cl)c(Cl)c1 (centres undefined)	-2.4%	0.7	2.6%	-4.2%	-0.4
24	CCOC(=O)C1(CCOc2ccccc2)CCN(Cc2cccn2-c2cccnc2)CC1	?	-0.4	1.6%	0.3%	1.3

no.	TrxR1 inh	USP1 inh	TRHR PAM	D2 antag
17	-2.0%	-24.1%	-3.6	2.4
18	0.8%[57.1 µM]	-17.0%	-1.9	.
19	25.2%[57.1 µM]	-12.8%	.	.
20	12.2%	?	-3.2	.
21	13.9%[57.1 µM]	2.4%	-5.0	2.4
22	2.4%[57.1 µM]	-4.8%	0.8	.
23	10.2%	-18.6%	-1.3	-4.8
24	13.7%	-22.5%	-11.7	-13.0

# (further entries)
no.	canonical_smiles	Pin1 inhibitor	TRHR ag	TrxR1 substrate	mIDH1 inhibitor	D2 agonist
25	CSCCC(NS(=O)(=O)/C=C/c1ccccc1)C(=O)N1CCC(C)CC1 (centres undefined)	-0.3%	-0.5	6.3%[57.1 µM]	4.7%	-0.6
26	O=C(COC(=O)/C=C/c1ccc(S(=O)(=O)N2CCOCC2)cc1)NCc1ccc(F)cc1	5.2%	1.1	-6.0%	-19.6%	1.3
27	Cc1nc2ccccc2c(=O)n1/N=C/c1cn(-c2ccccc2)nc1-c1cccs1	5.0%	0.6	-4.4%	5.3%	0.8
28	COC(=O)C1CN(C(=O)COc2ccc(Cl)c(C)c2)c2ccccc2O1 (centres undefined)	-1.9%	0.3	-7.7%	5.5%	0.3
29	Cc1nn(CCC#N)c(C)c1Oc1ccccc1O	-3.6%	0.1	7.4%	10.0%	0.9
30	COc1ccccc1CNc1nc(C)c(C(C)=O)s1	-4.1%	-0.3	-12.7%	4.6%	.
31	CCC(C(=O)Nc1cc(Cl)ccc1OC)n1nc(-c2ccccc2)ccc1=O (centres undefined)	9.6%	0.7	-5.8%	4.2%	5.6
32	COc1cc2c(=O)n(CCc3ccccc3)c(=O)n(CC(=O)Nc3ccccc3)c2cc1OC	69.2%[activator]	-0.7	-5.0%	-9.9%	0.5

no.	TrxR1 inh	USP1 inh	TRHR PAM	D2 antag
25	-0.9%	5.1%	1.8	8.4
26	6.7%[57.1 µM]	1.3%	1.6	-9.4
27	6.5%	-7.5%	4.9	-8.0
28	0.1%	-21.6%	4.8	4.8
29	14.4%	-22.8%	-1.1	5.9
30	-7.7%	-24.8%	2.7	.
31	10.6%	-9.6%	-0.2	.
32	-10.5%	0.0%	0.8	.

# Continuation.
no.	canonical_smiles	Pin1 inhibitor	TRHR ag	TrxR1 substrate	mIDH1 inhibitor	D2 agonist
33	CCn1c(CNC(=O)c2cccc(C)c2)nnc1SCC(=O)NC1CCCC1	5.0%	-0.4	7.9%[57.1 µM]	14.4%	-1.3
34	O=C(NC1=NCCS1)C1CC2CCC1C2 (centres undefined)	2.6%	-0.3	-1.8%	2.4%	0.9
35	CCCCN1CCc2[nH]c(=S)[nH]c(=O)c2C1	-4.1%	-1.2	6.6%	-0.5%	.
36	COC(=O)c1ccccc1NC(=O)C(C)n1nc(C)c2c(C)n(-c3ccccc3)nc2c1=O (centres undefined)	-4.1%	-0.6	1.9%	-3.3%	-0.6
37	N#Cc1ccccc1NC(=O)C(=O)NCCc1csc2nc(-c3cccc(F)c3)nn12	1.0%	0.2	-1.9%[57.1 µM]	-17.2%	0.6
38	CCOC(=O)c1ccc(NC(=S)N(CCCN2CCCC(C)C2)Cc2cccs2)cc1 (centres undefined)	-2.2%	0.6	2.8%	22.7%	3.2
39	CC(C)n1nc(C(=O)Nc2nc3ccc(S(C)(=O)=O)cc3s2)c2ccccc2c1=O	0.7%	-1.6	12.4%[57.1 µM]	6.1%	-1.0
40	O=C1CCCCN1CCCC(=O)N1CCCC(Nc2ccc(F)cc2)C1 (centres undefined)	0.0%	0.0	-7.7%	2.1%	3.0
41	CCCCc1nnc(NC(=O)C2CC(=O)N(c3ccc(C)cc3)C2)s1 (centres undefined)	0.0%	0.6	1.3%	0.4%	-0.3
42	COc1ccc(NC(=O)C(=O)NCCN2CCN(C(=O)c3cccs3)CC2)cc1	-14.6%	-0.5	-4.7%	-0.4%	14.0

no.	TrxR1 inh	USP1 inh	TRHR PAM	D2 antag
33	19.7%[57.1 µM]	-27.6%	10.3	-7.6
34	8.7%	-16.7%	8.7	-3.9
35	-12.5%	-0.4%	3.2	.
36	5.5%	-18.2%	0.5	11.3
37	13.3%[57.1 µM]	-17.9%	4.2	.
38	17.3%	-11.7%	20.4	39.6*
39	18.2%	-0.3%	0.2	1.1
40	-13.7%	-0.7%	-10.1	14.2
41	-4.6%	-24.2%	0.1	-13.3
42	-0.9%	5.6%	-6.1	44.4*

# Looked up above:
# D2 agonist with no. 38 is entered as 3.2
# TrxR1 substrate with no. 33 is entered as 7.9%[57.1 µM]

# High-throughput results: PubChem, National Center for Advancing Translational Sciences (NCATS)
